Bioassay records as filed in PubChem BioAssay.
NSD2 inh – blocks human histone methyltransferase NSD2; O96028; inhibition, % at 12.5 µM; hit rate 0.54% among 310,000; NSD2 peptide methylation, AlphaScreen, 120 min; in the data active means inhibition above about 50%
CAL PDZ FP-1 – blocks peptide binding to human CAL PDZ domain. inhibition, % at 20 µM. purified CAL PDZ, TMR-peptide fluorescence polarization, 1 h. AID 504414. hit rate 0.02% among 330,000. Q9HD26;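 active means highest replicate inhibition of at least 40%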;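 further: plate controls were DMSO neutral control wells for no effect and unlabeled competitor peptide control wells for full effect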
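Assay system – tagged CAL PDZ protein CerCALP, purified · Timing – 1 h at RT · Compound – single point, 20 µM · Measured by – fluorescence polarization from S- and P-plane intensities, G-factor corrected · Evaluation – inhibition from polarization loss · Probe or stimulus – TMR reporter peptide T*-PRC34 · Buffer or medium – pH 7.4 phosphate-saline buffer, reducing agent, detergent, IgG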
SR-BI HDL uptake – mouse SR-BI HDL lipid transfer inhibition; Q61009; hit rate 0.96% among 320,000; inhibition, % at 12.5 µM; ldlA[mSR-BI] CHO cells, DiI-HDL uptake fluorescence, 3 h;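 active means mean replicate inhibition of at least 70% and a set share of replicates each scoring 70 or more; inconclusive means meets just one of the two criteria; inactive means fails both criteria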;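 further: 0% = median of neutral control wells and 100% = median of positive control wells; values of inactives mirror those of a sister screen read the other way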
SR-BI uptake up – activators of SR-BI mediated HDL lipid uptake; activation, % at 12.5 µM; CHO ldlA[mSR-BI] cells, DiI-HDL uptake fluorescence, 3 h; 100 = double the neutral-control signal; hit rate 0.096% among 320,000; AID 504775;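 active means mean replicate activation of at least 60% and every replicate at or above 60%; inconclusive means mean or all-replicate condition met, but not both; inactive means mean below 60% and not all replicates reaching 60%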;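 further: 0% = median plate neutral-control signal and 100% = twice that signal; values of inactives mirror those of a sister screen read the other way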
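Assay system: LDL receptor-deficient CHO ldlA cells overexpressing murine SR-BI / Medium: BSA-supplemented, HEPES-buffered Ham's F12, pH 7.4 / Probe or stimulus: DiI-labelled HDL at 10 µg/mL final / Timing: compound with DiI-HDL co-incubation, 3 h at 37 °C / Technique: bottom-read cell fluorescence after medium removal, ex 550/em 595 nm / Measure: HDL uptake via cellular fluorescence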
CAL PDZ FP-2 – CAL PDZ (human) peptide binding inhibition. purified CAL PDZ, TMR-peptide fluorescence polarization, 1 h. inhibition, % at 24.9 µM. hit rate 0.92% among 300,000. AID 602252;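 active means mean inhibition of at least 30% with at least half of replicates also reaching 30%; inconclusive means no clear call, values can overlap the other calls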;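 further: 0% = DMSO neutral control and 100% = excess unlabeled competitor peptide PRC23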
Rtt109 HAT inh – C. albicans Rtt109 histone acetyltransferase inhibition. purified Rtt109/Vps75, ThioGlo CoA-SH fluorescence, 4 h. AID 540336. inhibition, % at 34.9 µM. Q5AAJ8. hit rate 0.16% among 330,000;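 active means inhibition of at least 50% in every replicate; inconclusive means best replicate reaches 50% inhibition but some replicates fall short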
PfHsp90 set2 – growth inhibition of yeast expressing Plasmodium Hsp90; S. cerevisiae expressing PfHsp90, BacTiter-Glo ATP, 48 h; yeast lacking PDR1 and PDR3 efflux regulators; inhibition, % at 9.4 µM; hit rate 0.32% among 310,000; AID 504621;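 active means every replicate shows inhibition above about 80%, whatever the replicate mean, limit read from the data; inconclusive means mean inhibition reaches the set limit but some replicate falls short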;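 further: 0% = DMSO neutral controls and 100% = 20 µM radicicol positive controls; yeast relying on Plasmodium falciparum Hsp90 in place of its own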
PvdQ inh – P. aeruginosa PvdQ acylase inhibition; purified PvdQ acylase, fluorescence plate reader; inhibition, % at 10 µM; hit rate 0.063% among 340,000; in the data active means inhibition above about 30%, passing the limit was not always enough; inconclusive means no clear call, values can overlap the other calls;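 further: 0% = vehicle neutral wells and 100% = reference inhibitor wells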
dFosB activator – activators of mouse delta FosB homodimer; purified delta FosB, TAMRA-CDK5 oligo fluorescence polarization; percent of positive-control signal above neutral wells; activation, % at 25 µM; hit rate 0.99% among 340,000; P13346;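 active means mean activation above about 17%, with every replicate also reaching it, limit read from the data, passing the limit was not always enough; inconclusive means only one of the two conditions met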;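 further: fluorescence polarization rise as delta FosB binds a TAMRA Cdk5 AP-1 oligo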
MITF act – MITF TRPM1 promoter activation in melanoma cells; SK-MEL-5 TRPM1-promoter luciferase, 24 h; % of positive control, neutral wells = 0; activation, % at 12.5 µM; hit rate 0.75% among 300,000; AID 588334;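 active means mean activation of at least 80% with every replicate also reaching 80%; inconclusive means mean reaches 80% but some replicate falls short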;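 further: 0% = neutral control wells and 100% = parthenolide positive control wells; values of inactives mirror those of a sister screen read the other way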
Numbers without * were called inactive; ? = inconclusive; nt = no result given; + = active, no number.

SMILES	NSD2 inh	CAL PDZ FP-1	SR-BI HDL uptake	SR-BI uptake up	CAL PDZ FP-2	Rtt109 HAT inh	PfHsp90 set2	PvdQ inh	dFosB activator	MITF act
COc1ccccc1NC(=O)CS(=O)(=O)c1cn(CC(=O)N2CCCC2)c2ccccc12	-2	-0.9	-1	1	1	4	3	-29	-4	-9
CN1CCN(C(=O)CCC(=O)NCc2ccc(F)cc2)CC1	-2	-0.8	-3	3	-5	4	-6	-8	0	nt
COc1ccc(-c2cc3nc(-c4ccccc4)cc(N4CCC5(CC4)OCCO5)n3n2)cc1	-3	-2.5	62	-62	-2	-19	4	3	-16	14
S=C(NCc1ccc(Cl)cc1)NN1CCOCC1	10	0.1	-11	11	-6	1	9	-14	-5	2
O=C(COC(=O)CNC(=O)c1cccc(OC(F)F)c1)NCc1ccc2c(c1)OCO2	-1	-0.3	-7	7	-4	-3	nt	-13	8	4
O=S(=O)(c1ccc(Cl)cc1)N1CCCN(c2nc3ccc(Cl)cc3s2)CC1	-1	-0.6	-5	5	0	3	2	-20	?	nt
O=C(NCCc1ccccc1)C1CCN(Cc2cccc3ccccc23)CC1	-3	nt	10	-10	-3	6	1	-13	0	5
Cc1cccc(OCc2nnc(SCC(=O)Nc3ccc(C)c(Cl)c3)o2)c1	-1	-1.8	2	-2	-3	-1	-7	-13	3	-3
O=C(N1CCOCC1)N1CCC(n2nnc3ccccc32)CC1	-1	-2.1	-8	8	-2	-16	15	-8	-7	-9
O=C(Nc1ccc(F)cc1)c1cccc(NC(=O)C2C3CC4OC(=O)C2C4C3)c1 (stereo unspecified)	1	-1.4	10	-10	-3	4	4	-8	-7	nt
CN(c1ccc(C(=O)N2CCOCC2)cc1)S(C)(=O)=O	-1	-1.2	-6	6	1	2	8	-9	-1	0
CCc1ccc(C(=O)COC(=O)c2cnc(C)cn2)cc1	10	5.2	-26	26	5	8	nt	-16	5	13
CCOc1ccc(-n2cc(-c3ccccc3)c3c(=O)[nH]cnc32)cc1	2	-1.0	0	0	-2	-2	-56	-12	-7	6
O/N=C(\c1ccc(Cl)cc1)c1cc2ccccc2o1	nt	-2.2	-1	1	-2	-3	-44	-14	-7	1
O=C1Nc2ccccc2C1=O	nt	-0.1	-5	5	1	9	nt	1	10	-13
COc1ccc(-n2ncc3c2CC(C)(C)CC3NC(=O)CCCN2CCCC2=O)cc1 (stereo unspecified)	-2	-2.4	-24	24	-2	-4	-27	-5	-10	-11
COC(=O)C1CCN(C(=O)Cc2c(OC)ccc3cc(Br)ccc23)CC1	2	0.2	nt	nt	9	-5	-2	-13	-15	-1
CCN(CC)CCNC(=O)C(=O)Nc1ccc(C(=O)OC)cc1	14	-0.6	-23	23	+	-13	-9	-15	0	9
CCOC(=O)N1CCN(c2c(N3CCN(c4cccc(C(F)(F)F)c4)CC3)c(=O)c2=O)CC1	-3	nt	8	-8	16	-6	-23	-16	-3	2
CCOc1ccc(NC(=O)Nc2cccn(Cc3ccccc3)c2=O)cc1	4	-0.6	46	-46	-1	1	-4	7	-4	7
C[C@@H]1CCC(=O)N(CC[C@H](Sc2ccc(Br)cc2)c2ccccc2)CC1	nt	-0.2	54	-54	3	4	10	-5	-8	-3
Cc1ccc(CN2CCN(Cc3cn[nH]c3-c3cccc(F)c3)CC2CCO)o1 (stereo unspecified)	-4	-0.2	-26	26	3	-2	20	-15	-5	1
COc1cc(C(=O)Oc2ccccc2/C=N/NC(=O)c2ccc(Cl)cc2Cl)cc(OC)c1OC	0	-1.1	82*	-82	-3	-2	9	-5	-1	21
CC(=O)Nc1ccc(S(=O)(=O)N[C@@H](C)C(=O)OCc2ccc(Cl)cc2)cc1	-4	-4.4	-32	32	-9	-2	-4	-13	-3	-11
CN(C)CCCCCNCCCNC(=O)/C=N\O	nt	-2.3	-15	15	-5	1	19	3	4	-6

Full records, quoted from the list.
`O=C(COC(=O)CNC(=O)c1cccc(OC(F)F)c1)NCc1ccc2c(c1)OCO2` across the screens: NSD2 inh: -1; CAL PDZ FP-1: -0.3; SR-BI HDL uptake: -7; SR-BI uptake up: 7; CAL PDZ FP-2: -4; Rtt109 HAT inh: -3; PfHsp90 set2: nt; PvdQ inh: -13; dFosB activator: 8; MITF act: 4
`COC(=O)C1CCN(C(=O)Cc2c(OC)ccc3cc(Br)ccc23)CC1` across the screens: NSD2 inh: 2; CAL PDZ FP-1: 0.2; SR-BI HDL uptake: nt; SR-BI uptake up: nt; CAL PDZ FP-2: 9; Rtt109 HAT inh: -5; PfHsp90 set2: -2; PvdQ inh: -13; dFosB activator: -15; MITF act: -1

An excerpt taken from the entries so far, as a working copy:
SMILES	NSD2 inh	CAL PDZ FP-1	SR-BI HDL uptake	SR-BI uptake up	CAL PDZ FP-2	Rtt109 HAT inh	PfHsp90 set2	PvdQ inh	dFosB activator	MITF act
CN1CCN(C(=O)CCC(=O)NCc2ccc(F)cc2)CC1	-2	-0.8	-3	3	-5	4	-6	-8	0	nt
COc1ccc(-c2cc3nc(-c4ccccc4)cc(N4CCC5(CC4)OCCO5)n3n2)cc1	-3	-2.5	62	-62	-2	-19	4	3	-16	14
S=C(NCc1ccc(Cl)cc1)NN1CCOCC1	10	0.1	-11	11	-6	1	9	-14	-5	2
O=C(COC(=O)CNC(=O)c1cccc(OC(F)F)c1)NCc1ccc2c(c1)OCO2	-1	-0.3	-7	7	-4	-3	nt	-13	8	4
O=S(=O)(c1ccc(Cl)cc1)N1CCCN(c2nc3ccc(Cl)cc3s2)CC1	-1	-0.6	-5	5	0	3	2	-20	?	nt
O=C(NCCc1ccccc1)C1CCN(Cc2cccc3ccccc23)CC1	-3	nt	10	-10	-3	6	1	-13	0	5
Cc1cccc(OCc2nnc(SCC(=O)Nc3ccc(C)c(Cl)c3)o2)c1	-1	-1.8	2	-2	-3	-1	-7	-13	3	-3
O=C(N1CCOCC1)N1CCC(n2nnc3ccccc32)CC1	-1	-2.1	-8	8	-2	-16	15	-8	-7	-9
O=C(Nc1ccc(F)cc1)c1cccc(NC(=O)C2C3CC4OC(=O)C2C4C3)c1 (stereo unspecified)	1	-1.4	10	-10	-3	4	4	-8	-7	nt
CN(c1ccc(C(=O)N2CCOCC2)cc1)S(C)(=O)=O	-1	-1.2	-6	6	1	2	8	-9	-1	0
CCc1ccc(C(=O)COC(=O)c2cnc(C)cn2)cc1	10	5.2	-26	26	5	8	nt	-16	5	13
CCOc1ccc(-n2cc(-c3ccccc3)c3c(=O)[nH]cnc32)cc1	2	-1.0	0	0	-2	-2	-56	-12	-7	6
O/N=C(\c1ccc(Cl)cc1)c1cc2ccccc2o1	nt	-2.2	-1	1	-2	-3	-44	-14	-7	1
O=C1Nc2ccccc2C1=O	nt	-0.1	-5	5	1	9	nt	1	10	-13
COc1ccc(-n2ncc3c2CC(C)(C)CC3NC(=O)CCCN2CCCC2=O)cc1 (stereo unspecified)	-2	-2.4	-24	24	-2	-4	-27	-5	-10	-11
COC(=O)C1CCN(C(=O)Cc2c(OC)ccc3cc(Br)ccc23)CC1	2	0.2	nt	nt	9	-5	-2	-13	-15	-1

(listing goes on)
SMILES	NSD2 inh	CAL PDZ FP-1	SR-BI HDL uptake	SR-BI uptake up	CAL PDZ FP-2	Rtt109 HAT inh	PfHsp90 set2	PvdQ inh	dFosB activator	MITF act
CC(C)(C)OC(=O)C[C@@H]1C/C=C\C[C@H](CC(=O)NCCO)C(=O)NC[C@@H](c2ccccc2)OC1=O	nt	0.0	-40	40	-5	-13	-5	-19	2	4
CC(C)CC(c1nnnn1CC1CCCO1)N1CCN(Cc2ccc3c(c2)OCO3)CC1 (stereo unspecified)	3	-1.8	nt	nt	3	nt	12	11	-2	-4
COc1ccccc1OCCNC(=O)c1ccc(NC(=O)CC2SC(N3CCCC3)=NC2=O)cc1 (stereo unspecified)	4	-1.3	36	-36	-4	0	13	-4	-5	nt
C=CCN(CC=C)C(=O)c1cccc(S(=O)(=O)N2c3ccccc3CC2C)c1 (stereo unspecified)	1	-0.6	22	-22	-5	3	-4	-4	-7	-18
CC(C)(C)OC(=O)NCc1nc(N)n[nH]1	3	nt	-21	21	-4	11	9	-18	10	-5
CCCCNC(=O)C1CCCN(S(=O)(=O)c2ccc(S(=O)(=O)NCC(C)C)cc2)C1 (stereo unspecified)	-1	0.8	16	-16	-9	-6	nt	-8	-6	-7
CCOc1ccc(C(=O)NCCCN2CCCC2=O)cc1	-10	-1.3	-3	3	2	-6	-4	-10	-1	15
Cc1cc(C)n2nc(Nc3ccccc3)cc2n1	-3	-0.1	8	-8	-4	4	-19	14	-2	12
OCCN(CCO)c1nc(-c2ccccc2)nc2c1oc1ccccc12	9	-0.9	20	-20	-5	1	14	-8	-15	6
CC1CCCN(C(=O)c2ccc(OC3CCN(CCc4ccccc4)CC3)cc2)C1 (stereo unspecified)	9	-0.7	59	-59	-2	3	4	-9	-3	6
COc1cc(C(c2c(C)[nH][nH]c2=O)c2c(C)[nH][nH]c2=O)ccc1OC(=O)c1cccc([N+](=O)[O-])c1	7	-0.2	-48	48	-4	31	7	0	-7	-12
Oc1cccc(-n2nnnc2SCc2ccccc2F)c1	-2	-1.7	-4	4	-6	-1	15	-8	3	5
CCc1ccc(C(C)NC(=O)/C=C/c2ccc(Br)cc2)cc1 (stereo unspecified)	nt	-2.4	-38	38	nt	2	-1	-6	-1	4
COc1ccc(NC(=O)CSc2nc(C)cs2)cc1	-2	0.1	-8	8	-6	-7	-30	-15	4	26
CCc1ccccc1NC(=O)c1ccoc1C	-3	0.0	-1	1	-2	-3	6	-16	1	6
CS(=O)(=O)N(CC(=O)N1CCCC1)Cc1ccc(Cl)cc1	-2	-1.8	-27	27	1	-2	10	-4	-2	8
CCOC(=O)[C@@H]1[C@H]2COc3ccccc3[C@@H]2N2C(=O)N(c3ccc(F)cc3)C(=O)[C@]12C	nt	-0.7	-14	14	-5	-2	-2	3	3	1
